# MsrA inhibitor – bovine MsrA inhibition; purified bovine MsrA, absorbance read-out; inhibition, % at 15.5 µM; actives 0.75% (n = 360,000); in the data active = inhibition above about 4.5%;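 also: 0% = vehicle wells with enzyme and 100% = reference inhibitor wells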
# MT1-MMP act inh – MT1-MMP (human) activation inhibition | P50281 | HT1080 RFP-PRO-GFP cells, GFP/RFP ratio fluorescence, overnight; percent of plate control window, DMSO zero | actives 0.061% (n = 360,000) | GFP/RFP ratio change, % at 20 µM;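 active = GFP/RFP ratio change of at least 30% with cell ATP level not reduced by more than half and red fluorescence within 50% of control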; also: strong numbers were not always called active
#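 Test system: HT1080 cells expressing an RFP-PRO-GFP fluorescent reporter construct / Compound dosing: single-point 20 µM compound, 1% DMSO / Schedule: cells overnight before dosing, compound overnight, 37 °C, 5% CO2 / Evaluation: GFP/RFP fluorescence ratio / Control set: DMSO and RFP-L50D-GFP cell wells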
# Tb MetRS inh – Trypanosoma brucei MetRS inhibition; purified T. brucei MetRS, ATP depletion, Kinase-Glo luminescence; inhibition, % at 11.9 µM; actives 0.4% (n = 360,000);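 active = inhibition above a per-plate cutoff of the control wells' mean inhibition plus 3 SD, cut at about 5.5% in these data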;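 also: 0% = DMSO wells median and 100% = median of wells with control inhibitor compound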
#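 Measured by: Kinase-Glo luciferase luminescence reporting remaining unconsumed ATP. Material: purified T. brucei MetRS enzyme. Doses: 11.9 µM compound single dose, 0.9% DMSO. Medium: HEPES buffer containing pyrophosphatase, BSA, spermine, DTT. Times: 15 min preincubation, 2 h reaction, all 25 °C. Reagent: methionine, ATP and bulk E. coli tRNA.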
# E coli Lon inh – inhibits E. coli Lon protease | P0A9M0 | purified E. coli Lon protease, fluorescence polarization | inhibition, % at 7.94 µM | actives 0.42% (n = 360,000); in the data active = inhibition above about 13%, passing the limit was not always enough;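 also: 0% = enzyme with probe and DMSO and 100% = no enzyme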
# Target sequence (P0A9M0 whole entry, looked up): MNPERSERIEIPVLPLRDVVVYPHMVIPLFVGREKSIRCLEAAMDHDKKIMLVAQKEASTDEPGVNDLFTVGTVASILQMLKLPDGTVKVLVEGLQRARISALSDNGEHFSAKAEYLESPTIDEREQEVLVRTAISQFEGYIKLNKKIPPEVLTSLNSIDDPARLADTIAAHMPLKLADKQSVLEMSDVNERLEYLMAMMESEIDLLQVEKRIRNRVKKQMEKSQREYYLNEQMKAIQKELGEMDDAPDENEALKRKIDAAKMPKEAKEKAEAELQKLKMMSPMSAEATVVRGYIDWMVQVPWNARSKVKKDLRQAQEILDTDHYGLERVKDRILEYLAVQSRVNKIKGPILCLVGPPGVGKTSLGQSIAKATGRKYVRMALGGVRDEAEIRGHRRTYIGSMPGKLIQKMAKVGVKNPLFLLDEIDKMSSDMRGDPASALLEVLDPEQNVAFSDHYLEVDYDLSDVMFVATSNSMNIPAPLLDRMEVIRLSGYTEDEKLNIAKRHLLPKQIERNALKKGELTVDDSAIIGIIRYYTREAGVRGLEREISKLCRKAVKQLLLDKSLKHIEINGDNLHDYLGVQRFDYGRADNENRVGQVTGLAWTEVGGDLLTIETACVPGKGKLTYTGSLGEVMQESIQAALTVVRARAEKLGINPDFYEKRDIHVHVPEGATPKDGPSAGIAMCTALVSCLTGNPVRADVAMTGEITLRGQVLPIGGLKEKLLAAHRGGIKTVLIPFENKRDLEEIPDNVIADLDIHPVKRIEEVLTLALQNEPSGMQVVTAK
# bovine MsrA act – activators of bovine methionine sulfoxide reductase A; purified bovine MsrA, absorbance read-out; activation, % at 10.6 µM; actives 0.3% (n = 360,000); AID 602163; in the data active = activation above about 7.5%;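 also: 0% = vehicle and 100% = reference activator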
# FAS-TE inh – inhibitors of human fatty acid synthase thioesterase domain. actives 0.67% (n = 360,000). P49327. inhibition, % at 15 µM. recombinant FAS-TE, OMFH fluorogenic substrate, fluorescence endpoint;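 active = compounds whose normalised, plate-corrected inhibition of enzyme fluorescence in the single-dose primary screen is 50% or more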;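 also: 0% = DMSO with enzyme and 100% = substrate without enzyme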
# NRP1-CendR mod – alters CendR peptide binding to human NRP-1. O14786. FAM-RPARPAR peptide binding to NRP-1, fluorescence polarization. inhibition, % at 25 µM. actives 0.85% (n = 360,000);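 active = inhibition or corrected inhibition above about 18%, plus a signal ratio from 0.5 to 1.5, limit read from the data, passing the limit was not always enough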; also: strong numbers were not always called active
# SKN-1 inh – C. elegans SKN-1 inhibition | C. elegans VP596 Pgst-4::GFP/RFP ratio, acrylamide-induced, 24 h | inhibition, % at 21.8 µM | actives 0.49% (n = 360,000) | AID 624304;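 active = interference check ratio from 0.5 to 1.5 plus GFP to RFP signal ratio inhibition reaching or exceeding a fixed threshold, cut at about 30% in these data, passing the limit was not always enough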; also: some compounds called inactive have numbers as strong as hits
# PABP1 MLLE inh – inhibitors of microRNA-mediated deadenylation, human PABP1 MLLE binding. P11940. GST-MLLE / FITC-PAM2 fluorescence polarization. inhibition, % at 20 µM. actives 0.36% (n = 360,000); in the data active = inhibition above about 35%, passing the limit was not always enough;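 also: plate controls were DMSO wells with GST-MLLE for no effect and wells lacking GST-MLLE protein for full effect; some results filed as inactive read as strong as hits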
# * marks the source's active call; other numbers are inactive results; . = no result given; & = joins results of further samples.
SMILES,MsrA inhibitor,MT1-MMP act inh,Tb MetRS inh,E coli Lon inh,bovine MsrA act,FAS-TE inh,NRP1-CendR mod,SKN-1 inh,PABP1 MLLE inh
Cc1ccc(-c2n[nH]c(=S)n2/N=C/c2c(C)nn(-c3ccccc3)c2C)cc1,-0.1,1,-0.2,-8,-1,-9,-20,7,-65
Cn1c(N)c(C(=O)COC(=O)C2CCCCC2)c(=O)n(C)c1=O,0.4,-2,-0.9,-10,-5,-3,-7,8,-5
CC(=O)Nc1cccc(OCC(=O)NS(=O)(=O)c2ccc(C)cc2)c1,.,-1,0.4,15,1,-9,6,19,-5
O=C(COC(=O)c1ccc2c(c1)OCO2)NC1CCS(=O)(=O)C1 (stereo unspecified),-0.2,4,-0.5,-4,-1,0,16,-11,1
CC1CC(c2ccccc2)n2nc(N3C(=O)c4ccccc4C3=O)nc2N1 (stereo unspecified),0.9,0,-0.9,-4,-2,-4,2,11,-2
Cc1ccc(NC(=O)CC(C)CC2=NS(=O)(=O)c3ccccc3N2)cc1 (stereo unspecified),1.9,0,-0.2,-4,-8,-5,-3,7,-3
CC(=O)Nc1ccc(NC(=O)C(C)OC(=O)CCCc2c[nH]c3ccccc23)cc1 (stereo unspecified),-0.9,1,-0.5,-9,-6,-2,2,5,-6
COc1ccc(Cc2nnc(NC(=O)c3cccc([N+](=O)[O-])c3)s2)cc1,-0.5,3,-1.2,-6,-6,15,6,-7,-9
COc1ccc(-c2n[nH]c(=S)n2-c2ccc(Br)cc2)cc1OC,-1.4,3,0.2,-4,3,4,15,7,-12
COC(=O)c1cccc2c1C(=O)c1cc([N+](=O)[O-])ccc1-2,-0.2,0,-0.3,1,-1,5,-32,13,5
O=C(CCN1C(=O)C2C3C=CC(C4CC34)C2C1=O)Nc1ccc(Cl)cc1O (stereo unspecified),0.4,2,0.1,4,-1,-2,5,6,6
COc1ccccc1-n1c(CCn2nc(C)c(Br)c2C)n[nH]c1=S,-0.7,0,-1.1,0,-4,-12,-5,5,12
O=C(COC(=O)c1cccc(S(=O)(=O)N2CCCCC2)c1)NC1CCCc2ccccc21 (stereo unspecified),-0.4,-2,-0.7,0,-8,18,-7,-1,20
CCn1c(SCC(=O)Nc2nccs2)nnc1-c1cc2cccc(OC)c2o1,-0.9,8,-0.1,-4,-1,-6,2,5,-72
Cc1ccc(NC(=O)Cc2c(O)c3ccccc3[nH]c2=O)c(C)c1,-0.7,2,-0.6,8,-5,-6,-2,-7,14
CCOc1cccc2cc(C(=O)N3CC(C)OC(C)C3)c(=O)oc12 (stereo unspecified),-1.1,3,-1.4,12,-2,-8,-1,6,-6
COc1ccccc1N1CCN(C(=O)C2CCN(S(=O)(=O)c3ccc(Cl)cc3)CC2)CC1,-1.0,-4,-0.2,12,-2,18,4,11,-6
CCCCN1C=C(C(=O)OCC)C(=O)CC1,-1.5,3,0.3,-6,-2,-4,4,-18,-1
O=C(Nc1ccc2nc3n(c(=O)c2c1)CCCC3)c1cc([N+](=O)[O-])ccc1F,.,-25,0.0,3,-3,0,-3,15,9
O=C(NCCOc1ccccc1)C1C(=O)Nc2ccccc2C(=O)N1C1CCCCC1 (stereo unspecified),-0.7,-3,0.0,.,.,.,16,-7,.
CCCN1CCN(C(=S)Nc2ccccc2C(F)(F)F)CC1,0.4,-1,-0.4,1,-3,-6,-4,-1,5
CC(C)NS(=O)(=O)c1cc(C(=O)O)ccc1Cl,-0.1,1,0.3,4,-2,-12,5,6,3
C=CCNc1ccc(N2C(=O)CCCC2=O)cc1[N+](=O)[O-],-0.6,8,-1.3,-4,-3,-4,9,17,-3
Cc1ccc2[nH]c(=O)c3cc(C(=O)NC(C)C)sc3c2c1,0.0,4,-1.8,-6,-12,-1,-4,10,-18
CC1=C(C(=O)N(C(C)C)C(C)C)CC(CC(=O)NC2CCCCC2)C(=O)N1Cc1ccc(F)cc1 (stereo unspecified),-1.5,0,0.4,1,0,-3,13,3,6

# (next part)
SMILES,MsrA inhibitor,MT1-MMP act inh,Tb MetRS inh,E coli Lon inh,bovine MsrA act,FAS-TE inh,NRP1-CendR mod,SKN-1 inh,PABP1 MLLE inh
Cc1oc(-c2cccc(C(F)(F)F)c2)nc1CN1CCN(c2ccccn2)CC1,-0.1,3,0.4,-1,0,5,2,0,-1
CCN(C(=O)COC(=O)C1CC1C)c1c(N)n(Cc2ccccc2)c(=O)[nH]c1=O (stereo unspecified),-0.2,-1,-0.5,-3,-3,-7,4,-15,-27
COC(=O)CNC(=O)C(Cc1ccccc1)NS(=O)(=O)c1ccc2c(c1)c(=O)n(C)c(=O)n2C (stereo unspecified),-0.8,-3,-0.6,0,-3,-2,8,-3,-2
O=C(COc1cc(O)c2c(=O)cc(-c3ccccc3)oc2c1)c1ccccc1,0.4,1,-0.1,-2,3,11,-14,9,12
CC(=O)Nc1ccc(NC(=O)COC(=O)c2ccco2)cc1,-0.6,-3,-0.7,-1,-9,-6,-7,1,-3
COc1cccc(CN(C(=O)COc2ccc(Cl)cc2)C2CCS(=O)(=O)C2)c1 (stereo unspecified),0.0,3,0.0,-1,0,8,-6,0,8
Cc1ccc(N=C2NC(=O)c3cc([N+](=O)[O-])ccc32)cc1,0.3,1,0.5,-1,4,1,9,-4,5
Cc1cc(NC(=O)c2cccc(N3C(=O)CCC3=O)c2)no1,0.0,2,-0.3,-10,-2,-6,14,9,-5
Cc1ccc(CN2CCC(C(=O)c3ccc(F)cc3)CC2)cc1,0.6,1,-0.3,-5,-2,-2,3,24,-2
O=C(COC(=O)c1cc(S(=O)(=O)N2CCCCC2)ccc1N1CCOCC1)c1ccc(F)cc1,0.2,2,-0.5,-3,-2,26,-5,7,-7
Cc1ccc(S(=O)(=O)N2CCCCC2)cc1NC(=O)c1cncc(Br)c1,0.4,2,-0.6,0,-4,0,-7,9,12
N#CCCN(C(=O)COc1ccc(Br)cc1F)c1ccc(F)cc1,-0.2,1,1.1,0,-3,6,19,-5,-6
CCO[C@H]1OC(C(=O)NCc2nc3ccccc3[nH]2)=C[C@@H](c2ccc(C(F)(F)F)cc2)[C@@H]1CCCO,0.0,4,11*,3,0,9,-2,7,-4
Cc1ccc(N2C(S)=C(C#N)C(=O)NC2c2ccco2)cc1 (stereo unspecified),-0.7,1,0.3,10,-4,-5,-14,3,-3
Cc1cc(C)c(NC(=O)C[N+](C)(C)CC(O)COc2cccc3ccccc23)c(C)c1 (stereo unspecified),-1.6,-10,-0.5,-5,-3,5,18,-1,0
COc1ccc(NC(=O)C2=C(C)NC(=O)NC2c2ccccc2[N+](=O)[O-])cc1 (stereo unspecified),-1.1,-3,-0.1,-4,-4,-3,-6,8,1
Cc1ccc(C)c(N2CCN(C(=O)C3CCCN(S(=O)(=O)c4c(C)noc4C)C3)CC2)c1 (stereo unspecified),3.0,0,-0.3,-1,0,21,-5,4,-5
CCSC1=C(C#N)C2(CCCCC2)C2=C(CC(C)(C)CC2=O)N1,-0.5,-1,-0.3,0,-4,4,7,4,-1
NS(=O)(=O)c1ccc(S(=O)(=O)N2CCCC2)cc1,-0.2,-1,0.8,0,0,-6,10,19,-1
O=C(c1cc2cc(Cl)ccc2o1)N1CCCC1,-0.4,-3,0.5,2,-3,-2,5,-3,7
CCn1cc(/C=N\NC(=O)C2(C)CC2(Cl)Cl)c(C)n1 (stereo unspecified),-0.3,0,-0.6,0,-3,-17,2,11,11
C(C#CCCCCCCCCC[n+]1ccccc1)#CCCCCCCCCC[n+]1ccccc1,.,-23&-26,-0.5&-0.8,4&5,1&-3,4&5,-3&2,-15&-9,-7&-7
O=C(CN1CCN(Cc2ccc3c(c2)OCO3)CC1)N1CCc2[nH]c3ccc(F)cc3c2C1,1.0,-2,1.3,11,6,5,34*,12,-6
Cn1c(=O)[nH]c2cc(Cl)cnc21,-0.2,-6,-0.7,5,2,-16,12,3,47*
COc1ccc(C2=Nn3c(nnc3-c3cc(C)[nH]n3)SC2)cc1,-0.8,8,-0.6,-3,-5,-2,-1,-7,-81

# A run of entries from further up, for reference:
SMILES,MsrA inhibitor,MT1-MMP act inh,Tb MetRS inh,E coli Lon inh,bovine MsrA act,FAS-TE inh,NRP1-CendR mod,SKN-1 inh,PABP1 MLLE inh
CCN(C(=O)COC(=O)C1CC1C)c1c(N)n(Cc2ccccc2)c(=O)[nH]c1=O (stereo unspecified),-0.2,-1,-0.5,-3,-3,-7,4,-15,-27
COC(=O)CNC(=O)C(Cc1ccccc1)NS(=O)(=O)c1ccc2c(c1)c(=O)n(C)c(=O)n2C (stereo unspecified),-0.8,-3,-0.6,0,-3,-2,8,-3,-2
O=C(COc1cc(O)c2c(=O)cc(-c3ccccc3)oc2c1)c1ccccc1,0.4,1,-0.1,-2,3,11,-14,9,12
CC(=O)Nc1ccc(NC(=O)COC(=O)c2ccco2)cc1,-0.6,-3,-0.7,-1,-9,-6,-7,1,-3
COc1cccc(CN(C(=O)COc2ccc(Cl)cc2)C2CCS(=O)(=O)C2)c1 (stereo unspecified),0.0,3,0.0,-1,0,8,-6,0,8
Cc1ccc(N=C2NC(=O)c3cc([N+](=O)[O-])ccc32)cc1,0.3,1,0.5,-1,4,1,9,-4,5
Cc1cc(NC(=O)c2cccc(N3C(=O)CCC3=O)c2)no1,0.0,2,-0.3,-10,-2,-6,14,9,-5
Cc1ccc(CN2CCC(C(=O)c3ccc(F)cc3)CC2)cc1,0.6,1,-0.3,-5,-2,-2,3,24,-2
O=C(COC(=O)c1cc(S(=O)(=O)N2CCCCC2)ccc1N1CCOCC1)c1ccc(F)cc1,0.2,2,-0.5,-3,-2,26,-5,7,-7
Cc1ccc(S(=O)(=O)N2CCCCC2)cc1NC(=O)c1cncc(Br)c1,0.4,2,-0.6,0,-4,0,-7,9,12
N#CCCN(C(=O)COc1ccc(Br)cc1F)c1ccc(F)cc1,-0.2,1,1.1,0,-3,6,19,-5,-6
CCO[C@H]1OC(C(=O)NCc2nc3ccccc3[nH]2)=C[C@@H](c2ccc(C(F)(F)F)cc2)[C@@H]1CCCO,0.0,4,11*,3,0,9,-2,7,-4

# (cont.)
SMILES,MsrA inhibitor,MT1-MMP act inh,Tb MetRS inh,E coli Lon inh,bovine MsrA act,FAS-TE inh,NRP1-CendR mod,SKN-1 inh,PABP1 MLLE inh
O=S(=O)(NCc1ccccn1)c1ccc(Cl)c(C(F)(F)F)c1,-0.1,2,0.1,2,-2,1,5,7,3
COC(=O)C/C=C/N(Cc1ccccc1OC)S(=O)(=O)CCl,0.3,5,-0.8,-14,-3,-12,15,10,-6
COc1ccc(C2C(C#N)=C(N)N(c3ccccc3C#N)C3=C2C(=O)CCC3)cc1CN1CCCC1 (stereo unspecified),1.2,-3,-0.6,-7,-8,-2,-4,-3,-11
O=C(NCCCN1CCOCC1)C(=O)N/N=C/c1ccccc1,0.3,0,-0.4,-9,-1,0,-1,-4,-10
CCC(C)NC(=O)c1c(F)c(F)c(F)c(F)c1F (stereo unspecified),2.6,3,-1.1,-6,-5,-8,8,18,-7
COc1ccc(/C=C/C(=O)Nc2cc(S(=O)(=O)N3CCCCC3)ccc2N2CCCCC2)cc1OC,0.7,-3,-0.3,9,-3,90*,-20,16,-1
